Bioassay records as filed in PubChem.
NOD1 NF-kB reporter – inhibition of NOD1-driven NF-kB reporter – cell-based, luminescence, uHTS, primary screen (AID 1578); NOD1-driven NF-kB luciferase reporter cells, luminescence; higher % means a stronger effect; one-dose inhibition, % at 4 µM; EC50 in µM for titrated hits; hit rate 1% among 290,000; in the data active means inhibition mostly above about 36%, no sharp cut-off; inactive means mostly below about 34%;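 further: HEK-293T reporter cells stimulated with the NOD1 agonist gamma-tri-DAP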
HIV fusion peptide – inhibitors of HIV fusion peptide binding, primary screen, biochemical, uHTS, fluorescence dequenching (AID 1986). inhibition, % at 20 µM, or IC50 in µM where a hit was titrated. cell-free peptide binding, fluorescence dequenching, 30 min; higher % means a stronger effect. hit rate 0.3% among 290,000; in the data active means inhibition mostly above about 52%, no sharp cut-off; inactive means mostly below about 76%; further: some results filed as inactive read as strong as hits
GPR55 antagonists – inhibition of LPI-stimulated GPR55 beta-arrestin translocation – imaging, U2OS, beta-arrestin-GFP, LPI agonist, primary screen (AID 2013) | U2OS GPR55 beta-arrestin-GFP translocation imaging, LPI antagonism; higher % means a stronger effect | inhibition, % at 10 µM; hits with a dose series show IC50 in µM | hit rate 0.13% among 290,000;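 active means spots per cell inhibited over 60%, with over 100 cells counted and total cytoplasm intensity under 500,000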;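 further: U2OS cells stably carrying GPR55 and arrestin-GFP stimulated by 5 µM LPI near EC80; imaged beta-arrestin-GFP aggregate spots per cell after agonist stimulation; plate controls were LPI-stimulated DMSO wells for no effect and DMSO wells without LPI for full effect; some results filed as inactive read as strong as hits; confirmed hits need IC50 under 10 µM and bright autofluorescent wells are also inconclusive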
GPR55 activation – GPR55 agonists via beta-arrestin recruitment, primary screen, imaging, U2OS cells, beta-arrestin-GFP redistribution (AID 1961); U2OS GPR55 beta-arrestin-GFP redistribution imaging; higher % means a stronger effect; activation, % at 10 µM; hits with a dose series show EC50 in µM; hit rate 0.048% among 290,000;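 active means activation above 40% with more than 50 cells counted in the well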;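 further: U2OS osteosarcoma cells stably expressing GPR55 and beta-arrestin-GFP; plate controls were DMSO negative control for no effect and LPI positive control for full effect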
KOR beta-arrestin-1 – KOR antagonists, beta-arrestin recruitment, cell-based, luminescence, uHTS (AID 1778). inhibition, % at 10 µM, or IC50 in µM where a hit was titrated. KOR beta-arrestin recruitment, luminescence, antagonist mode; higher % means a stronger effect. hit rate 0.091% among 290,000; in the data active means inhibition above about 50%; further: strong numbers were not always called active
KOR beta-arrestin-2 – KOR agonists, beta-arrestin recruitment, primary screen, cell-based, luminescence, uHTS (AID 1777); hit rate 0.02% among 280,000; activation, % at 10 µM, or EC50 in µM where a hit was titrated; KOR beta-arrestin recruitment, luminescence; higher % means a stronger effect; in the data active means activation above about 50%, passing the limit was not always enough; further: a part of the inactive calls stands beside numbers as strong as those of hits
NS5 inhibitors – Dengue-2 NS5 methyltransferase inhibitors, primary screen, biochemical, confirmation dose response (AID 588689); inhibition, % at 25 µM, or IC50 in µM where a hit was titrated; Dengue-2 NS5 methyltransferase capping enzyme assay, biochemical; higher % means a stronger effect; hit rate 0.3% among 340,000; in the data active means a potency from the dose series
West Nile virus CPE – West Nile virus antiviral activity, cell-based, CPE readout (AID 1621) | West Nile virus-infected cells, CPE inhibition; higher % means a stronger effect | CPE inhibition, % at 10 µM, or IC50 in µM where a hit was titrated | hit rate 0.02% among 290,000; in the data active means a potency from the dose series; further: strong numbers were not always called active
GPR35 antagonists – GPR35 antagonists blocking zaprinast-driven arrestin recruitment, primary screen, imaging, U2OS, beta-arrestin-GFP, zaprinast agonist (AID 2058); U2OS GPR35 beta-arrestin-GFP translocation imaging, zaprinast antagonism; higher % means a stronger effect; one-dose inhibition, % at 10 µM; IC50 in µM for titrated hits; hit rate 0.052% among 290,000;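 active means inhibition of at least 50% with at least 30 cells and total cytoplasm GFP at most 10,000,000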
NS5 inhibitors pilot replicate – second read-out of NS5 inhibitors, no call of its own (marks repeat the call); inhibition, %; measured here: pilot screen replicate inhibition
* hit, by the source's call; . = not tested or not shown; [ ] = dose if it differs, or a comment. These rows are one share of the data (hit frequency here may not be typical).

SMILES	NOD1 NF-kB reporter	HIV fusion peptide	GPR55 antagonists	GPR55 activation	KOR beta-arrestin-1	KOR beta-arrestin-2	NS5 inhibitors	West Nile virus CPE	GPR35 antagonists	others
N#C/C(=C\c1cn[nH]c1-c1ccccc1Br)C(=O)O	-29%	3.1%	3.6µM*	0.5%	-11%	-1.0%	-2%	0.7%	0%
O=C(CCN1CCCCCC1)c1ccccc1	-16%	-0.6%	16%	-0.2%	-55%	2.8%	-7%	0.2%	-13%
CC(=O)Nc1ccc(NC(=O)c2cccc3ccccc23)cc1	-7%	-1.2%	7%	0.3%	1%[20 µM]	-3.0%	-2%	-0.5%	-7%
Cc1ccc(NS(=O)(=O)c2c(C)[nH]c(=O)[nH]c2=O)c(Br)c1	5%	0.8%	11%	-0.2%	-13%	3.1%	-8%	-0.4%	2%
CC#CC[N+](C)(C)CCCCCC	-7%	-1.0%	-18%	0.0%	.	1.5%	-2%	0.5%	12%
CCC(CC)C(=O)NCc1cccnc1	-21%	-1.2%	15%	-0.2%	6%	-6.6%	-6%	0.2%	3%
CC(C)COC(=O)n1ccc(C(=O)N2CCCCC2)n1	-3%	0.4%	-2%	-0.1%	2%	-1.2%	-1%	-0.3%	14%
Cc1ccc(C(=O)NN(C)c2nc3ccccc3nc2C(F)(F)F)cc1	10%	2.8%	-21%	0.0%	19%	-2.9%	11%	0.3%	9%
COc1ccc(C(=O)NC2CCSC2=O)cc1 (centres undefined)	-28%	-1.0%	1%	-0.5%	-6%	-4.2%	-3%	-0.1%	23%
COc1cccc(/C=N/NC(=O)CC2C(=O)NN=C2C)c1O (centres undefined)	-4%	-1.4%	7%	0.0%	-12%	-0.9%	-5%	0.0%	8%	NS5 inhibitors pilot replicate=0.6
CCCCNC(=S)NNC(=O)c1nn(C)cc1Cl	-20%	-1.4%	11%	0.0%	48%	-0.1%	5%	0.1%	-9%
Cc1cc(C)cc(NCc2cc(=O)oc3cc(C)c(O)cc23)c1	-5%	-1.4%	6%	0.2%	29%	0.9%	2%	-1.1%	-1%
CC1CCCN(CCC(=O)Nc2ccc(Br)cc2)C1 (centres undefined)	-21%	2.1%	0%	0.5%	15%	13%	-3%	-0.9%	3%
CC(/C=N/Nc1nncc(=O)[nH]1)=C\c1ccccc1	-1%	3.0%	-1%	0.4%	10%	-2.3%	5%	-0.4%	10%
CCC(=O)N1CCc2cc(S(=O)(=O)Nc3ccc4c(c3)OCCO4)ccc21	21%	-2.3%	2%	-0.1%	-14%	-1.6%	-11%	-1.0%	-11%
CCCC(=O)Nc1cc(OC)c(C(=O)OC)cc1Cl	-10%	-0.6%	2%	-0.1%	-2%[20 µM]	1.4%	2%	0.0%	10%
CCOC(=O)C1CCN(C(=O)C2(NC(=O)NC3CCCCC3)CCCCC2)CC1	-20%	-1.2%	0%	-0.1%	10%[20 µM]	.	-3%	0.8%	4%
CCOC(=O)C1=C(CN2CCN(C(=O)c3ccco3)CC2)NC(=O)NC1c1ccc(OC(C)C)cc1 (centres undefined)	-9%	-0.9%	6%	0.3%	10%	-2.2%	1%	-0.4%	-1%
Cc1cccc(C(=O)N2CCN(c3ccccn3)CC2)c1	-1%	0.9%	4%	-0.3%	-3%	-1.2%	-1%	-0.3%	25%
Cc1cc2nc(C)n(CCCNC(=O)Nc3ccc(F)cc3)c2cc1C	-11%	-3.1%	-4%	-0.1%	6%	-2.7%	11%	-1.4%	-2%
Cc1cccc(N2CCN(C(=O)C3CCN(S(=O)(=O)c4cccc5cccnc45)CC3)CC2C)c1 (centres undefined)	4%	17%	-4%	0.2%	44%	-12%	0%	.	12%
C/C(=N/NC(N)=S)c1ccc(Br)s1	-54%	-1.7%	-3%	0.9%	-22%	-3.3%	.	0.5%	-9%
O=CN1CCN(C(=O)c2cc3cc(Cl)ccc3[nH]2)CC1	-10%	-0.5%	-18%	0.8%	-7%[20 µM]	-3.3%	-8%	-1.1%	-9%
Cc1nc(SCC(=O)NCc2ccccc2)c2oc3ccccc3c2n1	0%	-2.6%	5%	0.0%	-10%	-0.1%	-3%	0.3%	-18%	NS5 inhibitors pilot replicate=1.5
CCOCCCNC(=O)c1ccc(OC)cc1	-22%	-1.8%	-6%	-0.1%	40%	-2.2%	0%	0.9%	-1%
Cc1cc(C)c(OCC(=O)N(C)CC(=O)Nc2ccc(N3CCOCC3)cc2)c(C)c1	-14%	-1.1%	13%	0.0%	22%	0.2%	-2%	-0.6%	5%
Cc1nn(CC(=O)NCCCN2CCN(C)CC2)c(=O)c2cc(-c3ccccc3)nn12	-13%	-0.5%	9%	-0.2%	-16%	1.9%	-9%	-0.5%	0%
C[C@]12CCC(O)CC1CCC1C2CC[C@]2(C)C(c3cc(C(F)(F)F)n[nH]3)CCC12 (some centres undefined)	10%	2.2%	10%	0.7%	-72%	28%	-4%	-0.2%	0%
COc1ccc(-c2csc(Nc3ccc(C)cn3)n2)cc1	28%	1.4%	9%	0.0%	2%[20 µM]	.	-7%	-1.3%	0%
CCn1cc(/C=C(\NC(=O)c2ccccc2Cl)C(=O)N2CCN(C)CC2)c2ccccc21	-16%	-0.1%	1%	0.5%	33%	-4.4%	-12%	0.1%	-2%
COc1ccc(C(OCC(O)CNC(C)c2ccccc2)c2ccc(OC)cc2)cc1 (centres undefined)	-23%	0.6%	13%	-0.1%	-51%	-1.3%	-1%	-1.2%	7%
CC(=O)c1cccc(NC(=O)N2CCCC2C(=O)Nc2cccc(C)c2C)c1 (centres undefined)	2%	1.2%	13%	-0.2%	-14%	2.1%	-3%	0.2%	0%
CCCCn1c(/C=N/Nc2nc3ccccc3[nH]2)nc2ccccc21	-33%	-1.0%	1%	-0.1%	14%	-8.2%	-2%	-0.5%	-4%
CN(c1cccc(NC(=O)CN(c2ccc(Cl)c(Cl)c2)S(=O)(=O)c2ccccc2)c1)S(C)(=O)=O	-20%	1.1%	-10%	-0.2%	8%	2.7%	-1%	-1.5%	-12%
CC1CCCN(C(=O)c2ccc(CNc3c(N4CCCCC4)c(=O)c3=O)cc2)C1 (centres undefined)	4%	-3.2%	4%	0.2%	17%	-0.7%	-2%	0.2%	3%
CCN(Cc1ccccc1)C1CCN(Cc2ccccc2)CC1	0%	-0.2%	0%	-0.1%	6%	-2.3%	-10%	-0.4%	15%
CC(C)Cc1ccc(C(C)C(=O)Nc2cccnc2)cc1 (centres undefined)	.	-0.7%	2%	-0.2%	-23%[20 µM]	-0.2%	-5%	-2.4%	16%
NS(=O)(=O)c1ccc(CNS(=O)(=O)c2cc(Cl)ccc2Cl)cc1	-12%	2.4%	4%	-1.2%	-3%	-1.0%	-6%	0.4%	-2%
O=C1NCCCc2c1no[n+]2[O-]	-12%	-3.5%	-4%	-0.3%	16%	-4.1%	-6%	0.2%	10%
CCCC(CCC)C(=O)Nc1ccc2c(c1)N(C(=O)CCN1CCN(C)CC1)c1ccccc1CC2	-24%	-0.1%	17%	0.8%	-14%	2.8%	2%	-0.6%	2%
CCOC(=O)Cn1cc(C#N)c(=O)[nH]c1=O	8%	1.0%	-3%	-0.1%	16%	-1.8%	-2%	0.4%	11%
CC(=O)Oc1ccc(-c2cccc(C(=O)NCC(=O)O)c2)cc1	3%	3.7%	-11%	-0.1%	22%	-1.4%	3%	-0.1%	10%	NS5 inhibitors pilot replicate=0.3
COc1ccc(C2=[N+]([O-])C(C)(C)N(O)C2C)cc1 (centres undefined)	-22%	1.5%	14%	-0.3%	-3%	0.3%	-10%	0.0%	1%
CC1CCCCN1C(=O)CSCC(=O)Nc1nc(-c2cccs2)cs1 (centres undefined)	10%	-2.8%	1%	0.0%	20%	3.3%	-1%	-0.2%	6%
O=C(CCN1C(=O)c2ccccc2C1=O)NCc1ccncc1	17%	1.8%	-9%	0.0%	-81%	9.2%	-1%	-0.2%	-10%
O=C(c1cc([N+](=O)[O-])ccc1N1CCOCC1)N1CCOCC1	-16%	-0.3%	13%	-0.3%	-6%	8.8%	-3%	0.3%	12%
Cc1[nH]ccc(=O)c1OCc1c(Cl)cccc1Cl	-14%	1.0%	21%	0.1%	-5%	-1.9%	-5%	-0.5%	15%
COCc1nnc(NC(=O)c2ccc3c(c2)OCO3)s1	-2%	-0.1%	-8%	-0.5%	-36%	0.9%	-3%	-0.7%	1%
COc1ccc(N(C(=O)c2ccco2)C(C(=O)NC2CCCC2)c2ccccc2)cc1 (centres undefined)	6%	0.1%	-5%	0.4%	-4%	-0.2%	1%	-1.5%	-14%
O=C1NCCN(Cc2ccc(Cl)c(F)c2)C1CC(=O)N1CCCCO1 (centres undefined)	-27%	3.3%	0%	-0.1%	-1%[20 µM]	.	-4%	0.2%	-13%
COC(=O)c1cccc(Cn2nc(C)c([N+](=O)[O-])c2C)c1	-35%	-0.2%	-3%	-0.5%	35%	-4.0%	-3%	-0.7%	10%
Cc1ccc2nc(-c3ccc(NC(=O)Cc4cccs4)cc3)[nH]c2c1	-51%	-0.4%	.	-0.1%	-24%	2.4%	3%	-0.7%	-6%
O=C(c1ccc(=O)[nH]c1)N1CCN(S(=O)(=O)c2ccccc2)CC1	-60%	0.3%	11%	0.0%	28%	6.7%	-7%	0.4%	-8%
Cc1ccc(N=Cc2cc3c(cc2O)OC(N)=C(C#N)C3c2ccccc2)cc1 (centres undefined)	60%	13%	-5%	0.3%	25%	-1.5%	-4%	-0.5%	4%
CC1(C)Cc2c(c(N3CCOCC3)nc3sc4c(NCC5CCCO5)nnnc4c23)CS1 (centres undefined)	13%	-0.6%	5%	0.3%	-42%	4.9%	8%	0.6%	5%
COc1cccc(SCc2noc(C(=O)NCc3ccccc3)c2C(=O)NCc2ccccc2)c1	-4%	-1.0%	2%	0.4%	17%	1.8%	-2%	-0.1%	-12%
COCCNC(=O)c1c(N)n(/N=C/c2ccc(F)cc2)c2nc3ccccc3nc12	10%	-0.7%	0%	-0.6%	-32%	6.2%	.	1.5%	-2%
Cc1ccc(Sc2cc(C(=O)NCCCN(C)C)c3ccccc3n2)cc1	-7%	0.6%	3%	0.0%	-2%	5.5%	1%	-0.8%	-15%
Cc1nc2nc(C)c(CCC(=O)NCCC3=CCCCC3)c(C)n2n1	-1%	0.2%	14%	-0.2%	-2%	-4.8%	3%	-0.2%	-8%
Cc1nn(C(C)(C)C)c(OC(=O)c2cccs2)c1S(=O)(=O)c1ccccc1	76%	1.4%	4%	-0.1%	-24%	3.7%	-3%	-0.7%	-11%
